Glyco luc inh: increase of ERlucT glycosylation luciferase signal, primary screen, N-linked glycosylation inhibitor project, D54 ERlucT cells, luminescence, set 2; D54 ERlucT glycosylation luciferase reporter, 24 h; percent of 100 nM tunicamycin response; reporter increase, % at 12.5 µM; 0.23% of 360,000 active;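 active = mean luciferase reporter signal, scaled so untreated is 0 and the glycosylation-blocking control 100, at or above a set limit in every replicate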;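 note: luciferase carries N-glycosylation sites so blocking glycosylation raises the light; 0% = median of neutral control wells and 100% = median of 100 nM tunicamycin wells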
aDG glyco act: activators of alpha-DG glycosylation, primary screen, uHTS, Pro5-aDG cells, AlphaScreen. alpha-DG glycosylation AlphaScreen (IIH6); 0% Pro5, 100% B10-LARGE cell signal. activation, % at 10 µM. 0.22% of 360,000 active;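 active = activation of at least 8% versus controls, or a plate z-score of at least 8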;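 note: Pro5 are CHO cells carrying HIG-tagged alpha-DG that lacks glycosylation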
MC4R ag barr: MC4R agonists recruiting beta-arrestin, primary screen, cell-based, luminescence, agonist arm of biased-ligand search. U2OS MC4R beta-arrestin complementation; percent of melanotan II response, DMSO zero. activation, % at 8.9 µM. 0.98% of 360,000 active. AID 540308, 2011;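 active = activation above a per-plate cutoff, the mean activation of sample wells on that plate plus 3 SD, cut at about 8% in these data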
Target sequence (P32245 whole entry, looked up): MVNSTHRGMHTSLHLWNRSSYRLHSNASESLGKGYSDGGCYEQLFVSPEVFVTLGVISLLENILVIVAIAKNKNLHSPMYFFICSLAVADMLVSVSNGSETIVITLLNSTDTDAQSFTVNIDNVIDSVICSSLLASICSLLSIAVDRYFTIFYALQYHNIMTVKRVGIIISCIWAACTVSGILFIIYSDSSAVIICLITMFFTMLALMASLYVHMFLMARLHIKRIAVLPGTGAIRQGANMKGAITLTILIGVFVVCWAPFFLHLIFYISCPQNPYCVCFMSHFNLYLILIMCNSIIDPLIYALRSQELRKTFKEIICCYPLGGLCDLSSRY
MC4R antagonist: MC4R antagonists of cAMP signaling, primary screen, cell-based, TR-FRET, antagonist arm of biased-ligand search. MC4R-expressing cells, MTII-stimulated cAMP, LANCE TR-FRET. inhibition, % at 6.5 µM. 0.48% of 360,000 active. AID 540295, 2011;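 active = inhibition above its plate's cutoff, the mean of tested wells on that plate plus 3 SD, cut at about 29% in these data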;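 note: 0% = Melanotan II alone and 100% = Melanotan II plus saturating MCL0020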
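system = U2OS cells with stable human MC4R expression | also added = Melanotan II challenge after compound preincubation | dosing = one concentration, 6.5 µM nominal | incubation = compound 30 min, challenge 1 h, detection 1 h | measured by = TR-FRET with Eu-cAMP and labeled anti-cAMP, 671 nm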
Exocytosis inh: LAMP-1 surface exposure blockers, TALL-104 cells – cell-based, flow cytometry, MLPCN library, primary screen. inhibition, % at 10 µM. AID 651702, 2012. TALL-104 LAMP-1 surface exposure; cells stimulated with thapsigargin and PMA. 0.66% of 360,000 active;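 active = inhibition above about 55%, limit read from the data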
ABHD5 PLIN5 PPI: ABHD5-PLIN5 interaction inhibitors, primary screen, cell lysate, split luciferase complementation, luminescence; AID 602281, 2012; inhibition, % at 4 µM; Perilipin-5 (Homo sapiens) + 1-acylglycerol-3-phosphate O-acyltransferase ABHD5 (Homo …; Split G. princeps luciferase complementation, 4 h; 0.78% of 360,000 active;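 active = inhibition above the mean inhibition across every tested compound plus 3 SD, cut at about 22% in these data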;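 note: 0% = DMSO only wells and the 100% control is not disclosed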
ABCB6 inh 2: ABCB6 transporter inhibitors, primary screen, K562-ABCB6 cells, flow cytometry, MLPCN library | ATP-binding cassette sub-family B member 6 (Homo sapiens), Q9NP58 | K562-ABCB6 porphyrin accumulation, 1 h; hits give low values | fluorescence ratio to DMSO, % at 10 µM | 0.19% of 360,000 active | AID 602162, 2011;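 active = fluorescence ratio to DMSO below 75%, the collection mean minus 3 SD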;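 note: signal is porphyrin accumulated inside mitochondria; 100% equals median channel fluorescence of DMSO control wells; lower ratio means ABCB6 inhibition with less porphyrin fluorescence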
hiPSC survival: enhancers of single-cell hiPSC survival, primary screen, ATPlite luminescence. 100% = ROCK inhibitor wells, 0% = DMSO. survival enhancement, % at 20 µM. 0.044% of 360,000 active; in the data active = survival enhancement above about 18%;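 note: cells exposed to compounds for 16 hours before the ATP read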
H9c2 protect: cardioprotection against H2O2-induced cell death, primary screen, uHTS, H9c2 cells, ATPLite luminescence; H9c2 cardiomyocytes, H2O2 injury protection, 2 h; protection from H2O2 cell death, % at 20 µM; 0.63% of 360,000 active; AID 588492, 2011;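 active = compounds giving at least 50% protection of heart cells from peroxide-induced death in the single-dose screen, raw or plate-pattern-corrected value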;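 note: 0% = DMSO wells with peroxide and 100% = DMSO wells without peroxide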
m5-HT2A agonist: mouse Htr2a agonists via beta-arrestin recruitment, primary screen, cell-based, luminescence; CHO-K1 mHTR2A beta-arrestin complementation; percent of 30 µM serotonin response; activation, % at 7.6 µM; 0.66% of 360,000 active;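 active = activation above a run cutoff, the mean activation of all tested compounds plus 3 SD, cut at about 14% in these data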;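 note: 0% = plate median of compound wells and 100% = 30 µM serotonin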
Target sequence (P35363 whole entry, looked up): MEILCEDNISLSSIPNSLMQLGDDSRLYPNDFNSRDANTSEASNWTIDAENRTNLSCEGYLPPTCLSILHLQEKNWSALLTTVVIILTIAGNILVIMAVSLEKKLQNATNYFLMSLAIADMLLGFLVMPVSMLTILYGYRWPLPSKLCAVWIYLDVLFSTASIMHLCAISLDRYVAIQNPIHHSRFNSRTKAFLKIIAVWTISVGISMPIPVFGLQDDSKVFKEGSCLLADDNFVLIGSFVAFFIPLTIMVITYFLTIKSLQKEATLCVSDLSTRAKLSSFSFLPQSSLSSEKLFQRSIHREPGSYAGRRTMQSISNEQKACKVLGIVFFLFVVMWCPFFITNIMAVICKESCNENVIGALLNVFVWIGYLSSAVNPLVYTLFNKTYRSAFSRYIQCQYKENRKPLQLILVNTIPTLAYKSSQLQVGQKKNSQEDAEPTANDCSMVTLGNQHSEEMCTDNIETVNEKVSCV
An asterisk follows results filed as active.

What do the screens show for `O=C(N[C@@H](Cc1ccccc1)C(=O)O)c1ccc(C(F)(F)F)cc1`?
Glyco luc inh: 1; aDG glyco act: -0.1; MC4R ag barr: -0.9; MC4R antagonist: 13; Exocytosis inh: 84*; ABHD5 PLIN5 PPI: -8; ABCB6 inh 2: 99; hiPSC survival: -1.0; H9c2 protect: 0; m5-HT2A agonist: -3

What do the screens show for `CN(C)S(=O)(=O)c1cccc(NC(=O)CCNC(=O)Nc2ccccc2)c1`?
Glyco luc inh: 5; aDG glyco act: -0.1; MC4R ag barr: 1.6; MC4R antagonist: 9; Exocytosis inh: 0; ABHD5 PLIN5 PPI: -4; ABCB6 inh 2: 96; hiPSC survival: 1.1; H9c2 protect: 1; m5-HT2A agonist: -5

How did CCC1CCC(NC(=O)Nc2cccc(OC)c2)CC1 (stereo unspecified) do in these assays?
Glyco luc inh: -2; aDG glyco act: 0.2; MC4R ag barr: -0.9; MC4R antagonist: 22; Exocytosis inh: 0; ABHD5 PLIN5 PPI: -14; ABCB6 inh 2: 101; hiPSC survival: -2.7; H9c2 protect: -6; m5-HT2A agonist: -2

Results for CCCC1(CCC)NC(=O)N(CC(=O)c2cc(C)n(-c3ccc4c(c3)OCO4)c2C)C1=O ?
Glyco luc inh: -1; aDG glyco act: -0.5; MC4R ag barr: -3.9; MC4R antagonist: 0; Exocytosis inh: -1; ABHD5 PLIN5 PPI: -3; ABCB6 inh 2: 100; hiPSC survival: -1.6; H9c2 protect: -4; m5-HT2A agonist: 5

How did CCOC(=O)N1CCN(c2nc3ccccn3c(=O)c2C=O)CC1 do in these assays?
Glyco luc inh: -1; aDG glyco act: 0.1; MC4R ag barr: -1.0; MC4R antagonist: 8; Exocytosis inh: 6; ABHD5 PLIN5 PPI: 3; ABCB6 inh 2: 120; hiPSC survival: 1.5; H9c2 protect: 5; m5-HT2A agonist: -3

How did Cc1cc(/C=N/n2cnnc2)c(C)n1-c1ccc(OCc2ccccc2F)cc1 do in these assays?
Glyco luc inh: -6; aDG glyco act: 5.9*; MC4R ag barr: 1.3; MC4R antagonist: -6; Exocytosis inh: 0; ABHD5 PLIN5 PPI: -3; ABCB6 inh 2: 93; hiPSC survival: 1.2; H9c2 protect: -14; m5-HT2A agonist: 0

How did Cc1cc[n+](CC(=O)c2cccs2)cc1 do in these assays?
Glyco luc inh: 3; aDG glyco act: -0.2; MC4R ag barr: 1.1; MC4R antagonist: 2; Exocytosis inh: 4; ABHD5 PLIN5 PPI: 5; ABCB6 inh 2: 95; hiPSC survival: 2.6; H9c2 protect: 9; m5-HT2A agonist: 7

What do the screens show for `COc1ccc(NC(=O)c2cccc3c2C(=O)c2ccc(-c4cnc(OC)nc4)cc2S3(=O)=O)cc1`?
Glyco luc inh: 2; aDG glyco act: 3.7; MC4R ag barr: -0.7; MC4R antagonist: 6; Exocytosis inh: 0; ABHD5 PLIN5 PPI: 0; ABCB6 inh 2: 97; hiPSC survival: -3.1; H9c2 protect: 0; m5-HT2A agonist: 11

Results for COCCN(C(=O)c1csnn1)C(C(=O)NC1CCCCC1)c1ccccc1F (stereo unspecified) ?
Glyco luc inh: 1; aDG glyco act: 0.2; MC4R ag barr: -2.6; MC4R antagonist: -1; Exocytosis inh: 2; ABHD5 PLIN5 PPI: -7; ABCB6 inh 2: 96; hiPSC survival: 0.5; H9c2 protect: -4; m5-HT2A agonist: -3

What do the screens show for `CCC(c1nnnn1C1CCCCC1)N(Cc1ccco1)Cc1cc2ccc(OC)cc2[nH]c1=O` (stereo unspecified)?
Glyco luc inh: -4; aDG glyco act: 0.2; MC4R ag barr: 2.0; MC4R antagonist: 3; Exocytosis inh: 13; ABHD5 PLIN5 PPI: 8; ABCB6 inh 2: 101; hiPSC survival: 4.3; H9c2 protect: -4; m5-HT2A agonist: -1

How did N[C@@H](Cc1ccc(O)cc1)C(=O)Nc1ccc2ccccc2c1 do in these assays?
Glyco luc inh: 1; aDG glyco act: 0.0; MC4R ag barr: -0.7; MC4R antagonist: -5; Exocytosis inh: 4; ABHD5 PLIN5 PPI: 9; ABCB6 inh 2: 99; hiPSC survival: 1.4; H9c2 protect: 6; m5-HT2A agonist: -3

What do the screens show for `c1ccc(-c2csc(Nc3ncccn3)n2)cc1`?
Glyco luc inh: -11; aDG glyco act: -0.2; MC4R ag barr: 1.3; MC4R antagonist: 6; Exocytosis inh: -8; ABHD5 PLIN5 PPI: 3; ABCB6 inh 2: 97; hiPSC survival: -1.1; H9c2 protect: -10; m5-HT2A agonist: 1

Results for O=c1cc(CN2CCN(S(=O)(=O)c3ccccc3[N+](=O)[O-])CC2)nc2sccn12 ?
Glyco luc inh: -2; aDG glyco act: 0.0; MC4R ag barr: -3.6; MC4R antagonist: 2; Exocytosis inh: -3; ABHD5 PLIN5 PPI: 0; ABCB6 inh 2: 101; hiPSC survival: -0.8; H9c2 protect: 21; m5-HT2A agonist: 7

How did O=C(CN(C(=O)CCC(=O)Nc1nccs1)c1ccc(F)c(Cl)c1)NCC1CCCO1 (stereo unspecified) do in these assays?
Glyco luc inh: 1; aDG glyco act: -0.1; MC4R ag barr: -1.1; MC4R antagonist: 12; Exocytosis inh: 0; ABHD5 PLIN5 PPI: -9; ABCB6 inh 2: 101; hiPSC survival: -0.4; H9c2 protect: 2; m5-HT2A agonist: -11

How did O=S(=O)(c1ccc(Cl)cc1)N1CCN(CCc2ccncc2)CC1 do in these assays?
Glyco luc inh: -1; aDG glyco act: 0.1; MC4R ag barr: -1.6; MC4R antagonist: 4; Exocytosis inh: -18; ABHD5 PLIN5 PPI: -3; ABCB6 inh 2: 97; hiPSC survival: -0.5; H9c2 protect: -4; m5-HT2A agonist: 0

How did CCOc1ccc(S(=O)(=O)N2CCN(C(=O)c3cc(C4CC4)nn3-c3ccccc3)CC2)cc1 do in these assays?
Glyco luc inh: 3; aDG glyco act: 0.1; MC4R ag barr: -2.5; MC4R antagonist: -4; Exocytosis inh: 6; ABHD5 PLIN5 PPI: 3; ABCB6 inh 2: 100; hiPSC survival: -0.4; H9c2 protect: -9; m5-HT2A agonist: -4

Results for COc1ccccc1NC(=O)C(=O)NCC(c1ccco1)N1CCc2ccccc21 (stereo unspecified) ?
Glyco luc inh: -1; aDG glyco act: -0.5; MC4R ag barr: -0.3; MC4R antagonist: 5; Exocytosis inh: 10; ABHD5 PLIN5 PPI: -7; ABCB6 inh 2: 93; hiPSC survival: -0.3; H9c2 protect: -2; m5-HT2A agonist: 7

How did CC(NC(=S)Nc1ccccc1C(F)(F)F)C1CC2CCC1C2 (stereo unspecified) do in these assays?
Glyco luc inh: -3; aDG glyco act: 0.1; MC4R ag barr: -0.1; MC4R antagonist: 8; Exocytosis inh: -5; ABHD5 PLIN5 PPI: -4; ABCB6 inh 2: 95; hiPSC survival: -0.3; H9c2 protect: -7; m5-HT2A agonist: 6

What do the screens show for `NS(=O)(=O)c1ccc(NC(=O)CN(C(=O)C(F)(F)F)C2CCCC2)cc1`?
Glyco luc inh: -2; aDG glyco act: -0.5; MC4R ag barr: -1.0; MC4R antagonist: 3; Exocytosis inh: -2; ABHD5 PLIN5 PPI: 3; ABCB6 inh 2: 96; hiPSC survival: 2.0; H9c2 protect: -4; m5-HT2A agonist: 5

Results for O=C1Nc2ccccc2-n2nnnc2C1N1CCN(CCN2CCOCC2)CC1 (stereo unspecified) ?
aDG glyco act: 0.1; Exocytosis inh: -1; ABHD5 PLIN5 PPI: 4; m5-HT2A agonist: 0

What do the screens show for `Cc1cccc(/C=N/n2c(C)nnc2C)c1`?
Glyco luc inh: -3; aDG glyco act: -0.1; MC4R ag barr: 0.2; MC4R antagonist: 10; Exocytosis inh: 0; ABHD5 PLIN5 PPI: 4; ABCB6 inh 2: 96; hiPSC survival: -2.1; H9c2 protect: 2; m5-HT2A agonist: 2

Results for CN(c1ccc(C(=O)N2CCN(Cc3ccccc3)CC2)cc1)S(=O)(=O)c1ccc(Cl)cc1 ?
Glyco luc inh: -5; aDG glyco act: -0.1; MC4R ag barr: -1.4; MC4R antagonist: 4; Exocytosis inh: 3; ABHD5 PLIN5 PPI: 11; ABCB6 inh 2: 96; hiPSC survival: 1.0; H9c2 protect: 5; m5-HT2A agonist: 15*

Results for CCOc1ccc(-n2c(-c3ccc(Br)cc3)c[n+]3c2CCCCC3)cc1 ?
Glyco luc inh: 0; aDG glyco act: -0.3; MC4R ag barr: -1.2; MC4R antagonist: 6; Exocytosis inh: 6; ABHD5 PLIN5 PPI: 9; ABCB6 inh 2: 98; hiPSC survival: -1.5; H9c2 protect: -18; m5-HT2A agonist: 3

How did CN(C)CCCNC(=O)C[C@H]1C[C@H](C(=O)N2CCOCC2)[C@@]2(C)c3[nH]c4cc(CCC(=O)N(C)C)ccc4c3CCN2C1=O do in these assays?
Glyco luc inh: 1; aDG glyco act: 0.2; MC4R ag barr: 2.0; MC4R antagonist: 8; Exocytosis inh: 0; ABHD5 PLIN5 PPI: -1; ABCB6 inh 2: 98; hiPSC survival: -0.7; H9c2 protect: 0; m5-HT2A agonist: 8

Some of these compounds in order of length of the SMILES, rising:
What do the screens show for `Cc1cccc(/C=N/n2c(C)nnc2C)c1`?
Glyco luc inh: -3; aDG glyco act: -0.1; MC4R ag barr: 0.2; MC4R antagonist: 10; Exocytosis inh: 0; ABHD5 PLIN5 PPI: 4; ABCB6 inh 2: 96; hiPSC survival: -2.1; H9c2 protect: 2; m5-HT2A agonist: 2

Results for O=C1Nc2ccccc2-n2nnnc2C1N1CCN(CCN2CCOCC2)CC1 (stereo unspecified) ?
aDG glyco act: 0.1; Exocytosis inh: -1; ABHD5 PLIN5 PPI: 4; m5-HT2A agonist: 0

How did CN(C)CCCNC(=O)C[C@H]1C[C@H](C(=O)N2CCOCC2)[C@@]2(C)c3[nH]c4cc(CCC(=O)N(C)C)ccc4c3CCN2C1=O do in these assays?
Glyco luc inh: 1; aDG glyco act: 0.2; MC4R ag barr: 2.0; MC4R antagonist: 8; Exocytosis inh: 0; ABHD5 PLIN5 PPI: -1; ABCB6 inh 2: 98; hiPSC survival: -0.7; H9c2 protect: 0; m5-HT2A agonist: 8
